# High-throughput results from PubChem.
# sdo1 growth = growth rescue of sdo1-depleted yeast, primary screen, S. cerevisiae, bone marrow failure model; 140,000 tested, 0.21% active; S. cerevisiae sdo1-depleted JHY4D growth rescue, OD600 30 h; stronger effect = higher value; pdr5 snq2 efflux-pump mutant strain; z-score at 10 µM;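 active = z-score above 3 at both the 24 hr and the 30 hr optical density reads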;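 note: z-score against mean and SD of all compound wells on the same plate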
# Insulin prom inh = inhibitors of insulin promoter-driven GFP, primary screen, imaging, TRM-6 cells (human fetal islet line), eGFP reporter, cell count; inhibition, % at 2 µM; reporter expression induced with tamoxifen; 130,000 tested, 0.9% active;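 active = inhibition above the mean plus 3 SD, with well images judged a real hit on visual review, cut at about 60% in these data, passing the limit was not always enough; inconclusive = inhibition over the cutoff but images rejected on review; inactive = inhibition not above the cutoff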
# sdo1 growth Rescue 24 h = also measured in sdo1 growth; calls as there; z-score; S. cerevisiae sdo1-depleted JHY4D growth rescue, OD600; measured here: growth rescue at 24 h;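 0 is the plate mean of compound wells and units are plate SD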
# The depositor's hits bear a star; ? = inconclusive; nt = no result given; [ ] = remark or other dose.
# Order of results – sdo1 growth, sdo1 growth Rescue 24 h, Insulin prom inh
O=C(Nc1cccc(O)c1)c1noc2c1CCCCC2
→ -0.84, -0.47, 45
O=Cc1cn(CC(=O)N2CCOCC2)c2ccccc12
→ 0.5, 0.93, -411
COc1ccc(C2C(C#N)=C(N)Oc3cc(C)n(Cc4ccncc4)c(=O)c32)cc1 (stereo not given)
→ 0.3, -0.71, nt
Cc1[nH]c2ccc(C(=O)OCCN(C)C)cc2c1C
→ 1.4, 1.5, -5
CCOC(=O)c1[nH]nc(N)c1NC(=O)c1ccc(Cl)cc1Cl
→ 0.44, 0.24, 10
COc1ccc(-n2c(=S)[nH]c3cc(C(=O)NCCCN4CCCC4=O)ccc3c2=O)cc1OC
→ 0.67, 0.67, 17
CCS(=O)(=O)C1=NSC2=NC(=O)/C(=C\c3cc(C)n(-c4cccc(OC)c4)c3C)C(=N)N21
→ nt, nt, 44
COc1ccccc1C(=O)NNC(=O)c1sccc1-n1cccc1
→ nt, nt, -138
Cc1ccccc1-c1nnc(-c2ccccc2)o1
→ -1.6, -1.5, 28
CC(=O)N(C(C)=O)c1ncc2c([nH]c3ccccc32)c1C#N
→ 1, 0.68, 11
COc1ccc(C2CC(c3cccs3)Nc3nnnn32)cc1 (stereo not given)
→ nt, nt, ?
CCC1(O)c2ccccc2-c2ncccc21 (stereo not given)
→ -0.8, -0.96, 44
Cc1cc([N+](=O)[O-])nn1CC(=O)Nc1nccs1
→ -0.56, -0.46, 32
CCOC(=O)C1=C(N)OC2=C(C(=O)CC(C)(C)C2)C1c1ccc(C)s1 (stereo not given)
→ nt, nt, -64
COc1ccc(COc2ccc(C3C(S(=O)(=O)c4ccccc4)CON3C)cc2OC)cc1 (stereo not given)
→ nt, nt, 0
OCCOCCOCCn1c2ccccc2c2ccccc21
→ -0.35, -0.67, nt
Cn1c(=O)[nH]c(=O)c2c1nc(N1CCc3ccccc3C1)n2CCSc1nc2ccccc2s1
→ -2.4, -1.2, -16
O=C(NCc1ccccn1)C(C(=O)c1cccc([N+](=O)[O-])c1)n1cc(Cl)ccc1=O (stereo not given)
→ nt, nt, -93
COC(=O)c1[nH]c2ccc(C)cc2c1NC(=O)CN1CCN(Cc2ccccc2)CC1
→ -0.3, -1.1, 12
Cc1ccc(-n2nc(CC#N)c(C#N)c2N)cc1Cl
→ 0.7, 0.61, nt
Cc1ccccc1C(=O)NN1CCOCC1
→ 0.25, 0.24, 17
COc1ccc(Nc2cc(C(=O)NCc3ccco3)c3ccccc3n2)c(OC)c1
→ -0.9, -0.7, -33
Cc1cc(C)nc(SCc2cc(=O)c(OC(=O)c3ccc(Br)o3)co2)n1
→ -0.05, -0.07, 37
NC(=O)c1c(NC(=O)c2cccnc2Cl)sc2c1CCCC2
→ -0.55, -0.68, -13
CCCCn1cnc2c1c(=O)n(CC(=O)c1cc(C)n(C)c1C)c(=O)n2CC(C)C
→ -0.13, -0.48, nt
O=C(Nc1ccc(Cl)cc1C(F)(F)F)c1ccc(Cl)cc1
→ 0.44, 1.6, 23
Cc1cc(C)nc(NC(=O)CCC2CCCC2)c1
→ -0.84, -1.2, 13
COCCCNC(=O)CCSc1ccc(Cl)cc1
→ 0.33, 0.32, nt
CN(CCCOc1ccccc1Br)Cc1ccccc1
→ nt, nt, 62
Cc1cc2c(nn1)CCC/C2=N\O
→ -0.13, -0.47, 8
CCC1CCc2c(sc(NC(C)=O)c2C#N)C1 (stereo not given)
→ -0.43, -0.5, -7
COc1cccc(C2CC(c3ccc(Cl)cc3Cl)Nc3nc(N)nn32)c1 (stereo not given)
→ -0.79, -0.33, -8
CCOC(=O)C1CCCN(Cc2nc(N)nc(Nc3ccccc3)n2)C1 (stereo not given)
→ 0.57, 0.01, -9
Cc1c(N(C(=O)CNC(=O)c2ccccc2)C2(C(=O)NC3CCCCC3)CCCCC2)c(=O)n(-c2ccccc2)n1C
→ nt, nt, -147
COC(=O)C1=C(C)N(C)C(C)=C(C(=O)OC)C1c1cccc(Br)c1
→ -1.5, -1.1, 6
Cc1n[nH]c(=S)n1/N=C/c1ccc(OCc2ccc(Cl)cc2Cl)cc1
→ 0.26, 0.25, -13
COC(=O)c1cc2ccccc2c(-c2c(OC)c(C(=O)OC)cc3ccccc23)c1OC
→ -0.72, -2.1, -34
CC1CC(C)CN(C(=S)NC2CCCCC2)C1 (stereo not given)
→ 1.1, 1.1, 0
Nc1nc2n(n1)C(c1cccc(Cl)c1)CC(c1ccc(F)cc1)N2 (stereo not given)
→ 0.93, 0.37, nt
C=CCn1c(SC2CCOC2=O)nc2sc(C)c(C)c2c1=O (stereo not given)
→ 0.31, 0.21, 60
COc1ccc(-c2cc(C(=O)O)c3ccccc3n2)c(OC)c1
→ -0.47, -1.4, nt
COC(=O)c1ccccc1NC(=O)CN1CCC(n2nnc3cc(F)ccc32)CC1
→ -0.99, -0.7, 52
O=C(c1cnc2n(c1=O)CCS2)N1CCN(c2ccc([N+](=O)[O-])cc2)CC1
→ 0.2, -0.04, nt
Cc1n[nH]c(=O)nc1NCc1ccco1
→ 0.5, -0.52, -6
Cc1nnc(NC(=O)CSc2nc(C(C)C)nc3ccccc23)s1
→ -0.79, -0.29, 8
O=c1c2[nH]c3ccc(F)cc3c2ncn1CCN1CCOCC1
→ 1.1, 0.81, 18
O=C1CCCC/C1=C/Nc1ccc(C(=O)O)cc1
→ -0.34, -0.46, nt
O=C1CC(c2ccccc2)CC(O)=C1C=NCc1ccco1 (stereo not given)
→ -0.95, -0.76, 45
CC(=O)Nc1ccc(NC(=O)c2ccccc2S(=O)(=O)c2ccccc2[N+](=O)[O-])cc1
→ 0.86, 0.81, 31
CNC(=O)c1cc2ncc(C(F)(F)F)cc2s1
→ nt, nt, -38
O=C(CCCN1C(=O)c2ccccc2C1=O)N1CCC(c2ccccc2)C1 (stereo not given)
→ 0.5, 0.48, -16
O=c1c2ccccc2nc2ccccn12
→ nt, nt, 41
Cc1cccc(CSCCNC(=O)CCSc2ccccc2)c1
→ -0.71, -1.3, 6
CCOc1ccc(CCNC(=O)CSc2cc(=O)n(C)c3cc(Cl)ccc23)cc1OCC
→ -0.51, -1.1, nt
CCC(=O)Nc1ccc(Oc2ccc3c(c2)C(=O)NC3=O)cc1
→ 0.04, -0.03, -2
Cc1nc2cc(-c3cccs3)[nH]n2c(=O)c1C
→ 0.39, -0.7, 44
CCN(CC)S(=O)(=O)c1ccc(NC(=O)COC(=O)CN2C(=O)c3ccccc3C2=O)cc1
→ -0.65, -1.1, nt
CCOC(=O)Cn1c2c(c(=N)c3ccccc31)CCC2
→ -0.07, -0.27, -8
Cc1cc(C2C(C#N)=C(N)Oc3n[nH]c(C)c32)c(C)s1 (stereo not given)
→ 0.32, -0.51, -29
c1ccc2c(c1)[nH]c1c(N3CCOCC3)ncnc12
→ -0.09, -0.3, nt

# More entries follow.
# Order of results – sdo1 growth, sdo1 growth Rescue 24 h, Insulin prom inh
COC(=O)c1cc(NC(=O)C2CC=CCC2C(=O)O)cc(C(=O)OC)c1 (stereo not given)
→ -0.01, 0, 27
CC(C)C(NC(=S)Nc1ccccc1)C(=O)O (stereo not given)
→ -0.56, -1.1, -14
CC(C)CC(OC(=O)c1ccco1)C(=O)NC1CCCCC1 (stereo not given)
→ 1.3, 2, -45
O=C1CC(c2ccco2)Cc2nc(Nc3nc(-c4ccccc4)c4ccccc4n3)ncc21 (stereo not given)
→ -0.19, 1.2, -6
C/C(CC(=O)NC12CC3CC(CC(C3)C1)C2)=N\NC(=O)Cc1cccs1
→ 0.58, 0, nt
CCC(c1nnnn1Cc1ccco1)N1CCN(C(=O)c2ccco2)CC1 (stereo not given)
→ 1.1, 0.9, nt
Cc1ccc(-c2cc(C(=O)Nc3c(C#N)cnn3C)no2)cc1
→ -0.69, 0.77, -27
CCc1nc2c(n1O)CCc1nonc1-2
→ -0.87, -1.2, 16
COc1ccccc1CNC(=O)C1CCC1
→ 0.65, 0.46, 35
CCCCS(=O)Cc1ccccc1 (stereo not given)
→ 0.51, 0.49, 29
CCCN1C(=O)/C(=N\OCC(=O)NC23CC4CC(CC(C4)C2)C3)c2ccccc21
→ -1.2, -1.8, 41
O=C(CN1CCN(C2CCCCC2)CC1)c1c[nH]c2ccccc12
→ 0.79, 0.76, 5
COc1ccc(C2C(C(=O)NCc3ccccn3)c3cc(OC)c(OC)cc3C(=O)N2C)cc1 (stereo not given)
→ 0.37, 0.23, nt
CC(C)(C)NC(=O)NC(=O)COC(=O)COc1ccc(Cl)cc1Cl
→ nt, nt, 55
Cc1cc(N2CCCC2)c(C)cc1C=O
→ -1.1, -1.3, -14
Cc1ccc(S(=O)(=O)N2CCOCC2)cc1NC(=O)CSc1nc2ccccc2c(=O)n1Cc1ccccc1
→ -1.5, -1.6, 23
CC(=O)NCCc1cc2ccc(C)c(C)c2[nH]c1=O
→ 0.39, -0.32, nt
O=C1N=C(N2CCCC2)S/C1=C\c1cn[nH]c1-c1ccccc1
→ 0.97, 0.75, -19
CCCC(C)C(=O)NCc1ccccc1OC (stereo not given)
→ 0.5, 0.12, -3
Nc1nc2ccccc2n1/N=C/c1ccc(-c2ccccc2)o1
→ -2.2, -0.86, 43
CCOC(=O)CSc1nc(C)cc(Oc2ccc(=O)n(C)n2)n1
→ -0.03, -1.2, 0
CC(C)(O)C#Cc1ccc(C(=O)NCCc2ccc(S(N)(=O)=O)cc2)cc1
→ nt, nt, 33
Cn1nnnc1Sc1ncnc2scc(-c3ccc(F)cc3)c12
→ -1.2[10.7 µM], 0.51, nt
O=C(CN1C(=O)NC(Cc2ccccc2)C1=O)Nc1ccc(F)cc1 (stereo not given)
→ 0.97, 1.1, 17
c1ccc(-c2cc3c(N4CCOCC4)ncnc3s2)cc1
→ -1.2, -1.2, -19
Cc1cc(C)cc(NC(=O)COC(=O)CCCC2=NS(=O)(=O)c3ccccc3N2)c1
→ nt, nt, -21
Cc1ccc(NCC(O)C(O)C(O)CO)cc1C (stereo not given)
→ 0.96, 2.6, -427
CCc1cccc(C)c1NC(=S)N(CCN(C)C)C(C)c1cccnc1 (stereo not given)
→ nt, nt, -31
CCOc1ccc(NC(=O)N(CCCN2CCOCC2)Cc2cccnc2)cc1
→ 0.28, 0.4, nt
Cc1nnc(SCCn2c(N3CCN(C)CC3)nc3c2c(=O)[nH]c(=O)n3C)s1
→ 0.32, 0.63, nt

# Reformatted tab-delimited: entries from further up.
smiles	sdo1 growth	sdo1 growth Rescue 24 h	Insulin prom inh
CCCCS(=O)Cc1ccccc1 (stereo not given)	0.51	0.49	29
C/C(CC(=O)NC12CC3CC(CC(C3)C1)C2)=N\NC(=O)Cc1cccs1	0.58	0	nt

# Back to the main list with the five entries that preceded the break.
# Order of results – sdo1 growth, sdo1 growth Rescue 24 h, Insulin prom inh
Cc1cc(C)cc(NC(=O)COC(=O)CCCC2=NS(=O)(=O)c3ccccc3N2)c1
→ nt, nt, -21
Cc1ccc(NCC(O)C(O)C(O)CO)cc1C (stereo not given)
→ 0.96, 2.6, -427
CCc1cccc(C)c1NC(=S)N(CCN(C)C)C(C)c1cccnc1 (stereo not given)
→ nt, nt, -31
CCOc1ccc(NC(=O)N(CCCN2CCOCC2)Cc2cccnc2)cc1
→ 0.28, 0.4, nt
Cc1nnc(SCCn2c(N3CCN(C)CC3)nc3c2c(=O)[nH]c(=O)n3C)s1
→ 0.32, 0.63, nt
CC1(C)Cc2nc3oc4c(N5CCOCC5)ncnc4c3cc2CO1
→ 0.76, -0.22, -3
Cc1oncc1-c1cn2ccccc2n1
→ -1.1, -2, nt
Cn1c(=O)c2c(nc(CN3CCOCC3)n2CC(O)CO)n(C)c1=O (stereo not given)
→ 0.26, -0.11, 58
Cc1nn(Cc2ccccc2)c(C)c1NC(=O)CCCn1nc(C)c([N+](=O)[O-])c1C
→ 0.78, -0.38, nt
CCCCSCc1nc2ccccn2c1Br
→ nt, nt, 24
COc1ccc(OC)c(-n2c(C)ccc2-c2ccc(S(C)(=O)=O)cc2)c1
→ -0.44, 0.56, 25
O=C(Nc1ccn(Cc2ccccc2F)n1)c1ccc(COc2ccccc2Cl)cc1
→ -0.5, 0.05, 43
CCOC(=O)c1cc2c(=O)n3cccc(C)c3nc2n(CCOC)c1=NC(=O)c1ccncc1
→ nt, nt, 24
CC1=C(C)C(=O)N(CCC(=O)O)C1=O
→ -0.34, -0.96, 42
COc1ccc(S(=O)(=O)NC(C(C)C)C(C)C)cc1OC
→ 0.64, 1.6, -21
CCOC(=O)c1cnc2c(C)c(-c3ccccc3)[nH]n2c1=O
→ 0.18, -0.58, 0
CCOC(=O)CN(C(=O)CSc1nnc2c(n1)[nH]c1ccc(OC)cc12)c1ccc(F)cc1
→ 0.62, 0.22, nt
CCCCP(=O)(CCCC)c1ccccc1C(=O)O
→ 0.29, -0.45, -35
Cc1noc(NS(=O)(=O)c2ccc(NC(=O)CCC3CCCC3)cc2)c1C
→ -0.25, -0.85, -13
CCC(=O)c1cc2c(cc1NC(=O)c1ccc(C)cc1)OCCO2
→ -0.93, 1.1, -273
Cc1nc2n(COCCO)cnn2c(=O)c1Br
→ nt, nt, 18
NNC(=O)c1ccc(COc2ccc3c(c2)CCC3)cc1
→ -1.2, -1.1, nt
O=C(c1ccc(Cl)cc1[N+](=O)[O-])N1CCN(c2ccccn2)CC1
→ nt, nt, 0
N#CCCN(Cc1ccccc1)C(=S)Nc1ccccc1
→ 0.37, -0.53, -15
COc1ccc(S(=O)(=O)NCC(c2cccnc2)N2CCN(C)CC2)cc1C (stereo not given)
→ 0.21, -0.23, nt
COc1ccc(-c2cnnn2-c2ccc(N)cc2)cc1OC
→ -0.5, -0.85, -150

# Rewritten bar-delimited: entries from further up
Molecule | sdo1 growth | sdo1 growth Rescue 24 h | Insulin prom inh
CCC(=O)c1cc2c(cc1NC(=O)c1ccc(C)cc1)OCCO2 | -0.93 | 1.1 | -273
Cc1nc2n(COCCO)cnn2c(=O)c1Br | nt | nt | 18

# No enrichment for hits; overall some 0.94% were active at least once.
